# TCR act: Activators of T cell receptors: qHTS campaign; primary human leukocytes, anti-CD3, IL-2 HTRF, 48 h; Potency, µM (highest dose often 9.22 µM), for the others: at the top dose activation of IL-2 secretion, most hits filed as activators; 330,000 tested, under 10 active; AID 504894, 2011; note: % of control where 0% means no effect
#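 1) Mix primary human leukocytes, a-CD3 beads and compound. 2) Incubate 48 hr. 3) Add HTRF IL-2 reagents (a-IL-2-K, a-IL-2-d2).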
# Integrin act MD: qHTS for Activators of Integrin-Mediated Alleviation for Muscular Dystrophy; alpha7betagal myoblasts, beta-gal FDG fluorescence, 48 h; Potency, µM (highest dose often 38.3 µM), for the others: top-dose activation, hits mostly activators; actives 0.064% (n = 350,000); AID 624291, 2012;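 note: potency is the fitted concentration of half-maximal effect; 100% = response of the positive control SU9516; nearly all actives have a fitted effect of over 60% in size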
#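 Alpha7betagal+/- myoblasts (passage 13) were plated 16-24 hr, then exposed to compounds (1:260 dilution of DMSO stock) for 48 hours at 37C. After MPER lysis, β-galactosidase reporter activity was read as FDG fluorescence (ex 480/em 540) after 30 minutes.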
# Mito fusion yeast: qHTS Assay for Small Molecule Inhibitors of Mitochondrial Division or Activators of Mitochondrial Fusion. S. cerevisiae fusion-defective mutant growth rescue, CellTiterGlo 48 h. Potency, µM (top dose mostly 46.1 µM), for the others: top-dose growth rescue (activation), hits mostly activators. actives 0.23% (n = 320,000);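 note: potency is the fitted concentration of half-maximal effect; % of control where 0% means no effect; nearly all actives have a fitted effect of over 45% in size; temperature-sensitive fusion mutants such as fzo1-1 at 37 °C on non-fermentable ethanol glycerol medium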
#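 Compounds are tested for their ability to restore growth of mitochondrial fusion-defective yeast strains at non-permissive 37C in YPEG medium over 48 hours. Viability is quantified by luciferase luminescence.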
# Chronic BCR inh: qHTS Assay to Find Inhibitors of Chronic Active B-Cell Receptor Signaling; ABC-DLBCL IkBa-CBG/CBR reporter, luminescence ratio, 4 h; AID 493014, 2011; actives 0.05% (n = 340,000); Potency, µM (highest dose often 46.1 µM), inactives show top-dose ratio change, negative = lower green/red ratio, actives largely listed as inhibitors; active = well fitted inhibition curve with a large enough effect in the signal ratio, with a control signal flat, not every such curve was filed as active; inconclusive = small, poorly fitted or top-dose-only effect, or effect the other way, or a change in a side signal; the % refers to the signal ratio;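 note: potency is the fitted concentration of half-maximal effect; plate controls were basal doxycycline-induced cells for no effect and cells given 10 µM MG132 for full effect; MG132 reads +100%, hits lower the ratio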
#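 Cell line TMD8 (human ABC DLBCL), stably expressing tet-inducible CBG68-IkBa fusion and CBR; IMDM/0.5% FBS; cpd up to 46 uM; dox induction, 4 h, 37C/5% CO2; dual luminescence; green/red ratio; MG132 control.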
# Tb PFK inh: qHTS Assay to Find Inhibitors of T. brucei phosphofructokinase. ATP-dependent 6-phosphofructokinase (Trypanosoma brucei brucei), O15648. AID 485367, 2010. T. brucei PFK, ADP-Glo luminescence. actives 0.17% (n = 330,000). Potency, µM (series often up to 57.5 µM), for the others: top-dose activity, negative = inhibition, actives largely listed as inhibitors;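 note: potency is the fitted concentration of half-maximal effect; 0% = uninhibited 1x PFK enzyme wells and -100% = no-enzyme wells; nearly all actives have a fitted effect of over 60% in size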
# Target sequence (O15648 whole entry, looked up): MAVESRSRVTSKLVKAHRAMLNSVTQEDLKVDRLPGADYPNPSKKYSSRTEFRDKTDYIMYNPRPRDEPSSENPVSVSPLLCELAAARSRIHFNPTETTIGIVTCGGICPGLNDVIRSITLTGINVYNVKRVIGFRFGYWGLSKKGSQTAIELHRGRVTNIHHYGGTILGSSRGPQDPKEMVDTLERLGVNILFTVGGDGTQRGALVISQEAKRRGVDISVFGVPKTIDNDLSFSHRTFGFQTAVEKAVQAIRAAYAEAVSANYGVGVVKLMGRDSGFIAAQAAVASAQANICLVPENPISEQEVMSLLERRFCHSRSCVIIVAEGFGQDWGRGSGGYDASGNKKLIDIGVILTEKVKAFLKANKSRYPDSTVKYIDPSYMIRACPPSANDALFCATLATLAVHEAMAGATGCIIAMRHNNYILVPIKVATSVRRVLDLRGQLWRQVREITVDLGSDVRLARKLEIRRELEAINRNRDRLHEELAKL
#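 1.25 nM PFK with 0.5 mM F6P and 0.1 mM ATP in 0.1 M TEA pH 8.0, 5 mM MgCl2, incubated 45 min at room temperature; ADP measured by ADP-Glo luminescence; compounds titrated up to 57 uM.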
# AT treatment: qHTS Assay for Identifying a Potential Treatment of Ataxia-Telangiectasia; […] A-T fibroblasts, KAP-1 phosphorylation AlphaLISA; neocarzinostatin DNA damage 30 min before lysis; Potency, µM (top dose mostly 57.5 µM), inactives show at the top dose activation, actives largely listed as activators; actives 0.19% (n = 320,000); AID 485349, 2010; note: potency is the fitted concentration of half-maximal effect; % of control where 0% means no effect; nearly all actives have a fitted effect of over 45% in size
#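 hTERT-immortalized A-T patient fibroblasts ([…]), 500 cells/well in OPTI-MEM, 1% FBS, got compounds for 60 min, then NCS for 30 min at 37C. Lysates were then assayed for phospho-KAP-1 by AlphaLISA (anti-pKAP1 donor, anti-KAP1 acceptor beads), 6 hr at 25C.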
# S-ASM inh: Inhibitors of Secretory Acid Sphingomyelinase (S-ASM): qHTS; placental ASM, HMU-PC fluorogenic substrate, 60 min; Potency, µM (titrated, usually from 57.5 µM), without a hit: at the highest dose activity change, negative = inhibition, usual class: inhibitors; actives 0.006% (n = 340,000); note: potency is the fitted concentration of half-maximal effect
# Target sequence (P17405 47-631 limits assumed): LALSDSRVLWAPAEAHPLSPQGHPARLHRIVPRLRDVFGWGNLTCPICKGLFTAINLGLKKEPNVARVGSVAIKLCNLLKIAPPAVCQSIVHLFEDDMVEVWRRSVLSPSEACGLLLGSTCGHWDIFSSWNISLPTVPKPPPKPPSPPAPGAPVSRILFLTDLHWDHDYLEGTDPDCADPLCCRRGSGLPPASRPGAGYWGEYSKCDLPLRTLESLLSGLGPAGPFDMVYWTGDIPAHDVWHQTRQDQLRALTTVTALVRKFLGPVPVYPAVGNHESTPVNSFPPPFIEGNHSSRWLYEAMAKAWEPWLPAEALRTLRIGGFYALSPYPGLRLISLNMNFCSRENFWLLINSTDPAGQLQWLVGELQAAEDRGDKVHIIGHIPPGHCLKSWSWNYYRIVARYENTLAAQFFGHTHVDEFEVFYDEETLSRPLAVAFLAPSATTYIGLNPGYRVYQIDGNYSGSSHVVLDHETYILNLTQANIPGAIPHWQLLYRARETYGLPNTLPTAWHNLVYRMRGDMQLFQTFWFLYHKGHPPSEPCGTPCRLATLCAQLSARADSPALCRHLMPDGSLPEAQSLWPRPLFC
#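 qHTS format. ASM enzyme prepared from human placenta hydrolyses the fluorogenic substrate HMU-PC0 (9 uM final) over 60 min at 37 °C after a 10 min compound preincubation.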
# TSG101-PTAP inh: qHTS Assay for Iinhibitors of HIV-1 Budding by Blocking the Interaction of PTAP/TSG101; Fluorescence polarization, FITC-PTAP peptide / Tsg101 binding; Potency, µM (doses to about 115 µM), for the others: top-dose activity change, negative = inhibition, actives largely listed as inhibitors; 340,000 tested, under 10 active; AID 493005, 2010; active = well fitted inhibition curve with a large enough effect in the main read-out, with a control signal flat, not every such curve was filed as active; inconclusive = small, poorly fitted or top-dose-only effect, or effect the other way, or a change in a side signal; inactive = no such curve, though single readings can be large or run the other way; note: potency is the fitted concentration of half-maximal effect; % of control where 0% means no effect
#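 Compounds were pin-transferred onto Tsg101 binding domain (10 uM final) in HEPES pH 7.5 buffer, then FITC-PTAP peptide was added at 50 nM final. After 20 min at RT, polarization reported peptide displacement across a qHTS concentration series.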
# ELG1 repair inh: qHTS screen for small molecules that inhibit ELG1-dependent DNA repair in human embryonic kidney (HEK293T) cells expressing luciferase-tagged ELG1 | HEK293T ELG1-luciferase reporter, luminescence, 16 h; DNA damage induced by 5-fluorouridine | Potency, µM (highest dose often 46.1 µM), inactives show at the highest dose activity change, negative = inhibition, hits mostly inhibitors | actives 2.3% (n = 330,000) | AID 504467, 2011; note: potency is the fitted concentration of half-maximal effect; % is set by controls: 0 for no effect and ±100 for the full control effect; nearly all actives have a fitted effect of over 55% in size
#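 DMSO vehicle served as the neutral condition. Each well held 2,000 cells given 5-fluorouridine plus compound; after 16 hr at 37 °C/5% CO2, ONE-Glo was added and luciferase measured 30 min later.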
# Eya2 inh: qHTS Assay for Inhibitors of the Phosphatase Activity of Eya2. Protein phosphatase EYA2 (Homo sapiens), O00167. recombinant Eya2, OMFP fluorescence dephosphorylation (OMFP is methylfluorescein phosphate). Potency, µM (top dose mostly 76.9 µM), without a hit: top-dose activity, negative = inhibition, usual class: inhibitors. actives 0.006% (n = 330,000). AID 488837, 2010; note: potency is the fitted concentration of half-maximal effect; % is set by controls: 0 for no effect and ±100 for the full control effect
#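 Eya2 protein (added as 0.2 uM solution) was preincubated with compound for 10 min at ambient temperature in 50 mM HEPES pH 7.5, 50 mM NaCl, 5 uM MgCl2, 0.05% BSA, 1 mM DTT. OMFP (added at 50 uM) then reacted 10 min; fluorescence read at 485/525 nm.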
# TSHR antag: Antagonists of the Thyroid Stimulating Hormone Receptor: HTS campaign. Thyrotropin receptor (Homo sapiens), P16473. TSHR-expressing cells, TSH-stimulated cAMP HTRF, 2 h; hits give low values. activity change, negative = inhibition, % at 11.5 µM. actives 0.2% (n = 330,000). AID 504810, 2011;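 active = activity change below a set negative limit, meaning inhibition stronger than a set level, cut at about -70% in these data; inconclusive = activity change between two set negative limits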; note: % is set by controls: 0 for no effect and ±100 for the full control effect
#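 Freshly harvested TSHR cells receive pin-tooled compound, then EC80 TSH at 4nM final. After 2 hours at 37 deg C, antibody in lysis buffer and cAMP-d2 are added; 30 minutes at ambient temperature precede the HTRF read.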
# Starred values were filed as active, the others as inactive; ? = inconclusive; / = not tested or not shown; [ ] = another dose, or the depositor's remark. Unless noted, calls come from the whole dose curve; as a rule, active = well fitted curve in the direction sought with a large enough effect; inconclusive = small, poorly fitted or top-dose-only effect, or another doubt; inactive = no such curve, though single readings can be large; an effect the other way counts as inactive or inconclusive. Compounds as they come, and some 3.2% of all compounds hit somewhere here.
SMILES,TCR act,Integrin act MD,Mito fusion yeast,Chronic BCR inh,Tb PFK inh,AT treatment,S-ASM inh,TSG101-PTAP inh,ELG1 repair inh,Eya2 inh,TSHR antag
CCCCC(=O)Nc1ccc(NC(=S)NC(=O)c2ccco2)cc1OC,0%,1%,2%,-10%,-1%,-7%,-4%,-4%,-7%,0%,-6
CN1CCN(S(=O)(=O)c2ccc(N3CCN(c4ccccc4O)CC3)c([N+](=O)[O-])c2)CC1,-11%,2%,2%,-1%,0%,0%,-5%,-1%,-10%,-5%,/
O=c1[nH]c(=O)n(Cc2ccccc2)c2nc(-c3cccs3)n(CCO)c12,4%,39%,5%,-11%,12%,5%,21%,-4%,5%,-15%,-1
COc1ccccc1Nc1nc(-c2sc(NC(=O)C(C)(C)C)nc2C)cs1,1%,-11%,-6%,-2%,-1%,3%,12%,-3%,?,-10%,7
COc1ccc(C(=O)CN2C(=O)NC3(CCCc4ccccc43)C2=O)cc1 (stereo not given),-3%,-1%,8%,?,-3%,4%,/,-7%,?,-34%,/
Cc1nn(-c2nc3ccccc3[nH]2)c(N)c1-c1ccc(Cl)cc1,-4%,-32%,-7%,?,-9%,7%,-20%,1%,?,6%,6
Cn1c(CNC(=O)c2ccco2)nnc1SCC(=O)Nc1c(F)cc(F)cc1Br,-4%,0%,2%,-2%,-3%,4%,-1%,-1%,7%,-9%,-3
COc1ccccc1C1CCN(c2cc(O)ccc2[N+](=O)[O-])CC1,6%,3%,-11%,?,-5%,4%,-10%,-3%,12µM*,-17%,-43
CCN(CC)C1CCN(C(=O)c2ccc3nc(Cc4ccc(OC)cc4)oc3c2)C1 (stereo not given),1%,-2%,-1%,-18%,0%,-3%,3%,1%,13%,-25%,0
CCCCOC(=O)c1ccc(NC(=O)c2cnc3n(c2=O)CCS3)cc1,0%,-18%,4%,1%,-1%,1%,1%,1%,-9%,2%,-3
CN(c1ccccc1)S(=O)(=O)c1ccc(-c2ccccc2)cc1,-3%,-33%,4%,-2%,2%,10%,-2%,-3%,-9%,1%,-2
O=C(O)c1ccc(NS(=O)(=O)c2cccc(C(=O)Nc3ccc(Br)cc3)c2)cc1,0%,11%,0%,2%,5%,8%,0%,-4%,-6%,5%,-11

# 3 structures from above, ordered by molecular weight, descending.
SMILES,TCR act,Integrin act MD,Mito fusion yeast,Chronic BCR inh,Tb PFK inh,AT treatment,S-ASM inh,TSG101-PTAP inh,ELG1 repair inh,Eya2 inh,TSHR antag
CCCCOC(=O)c1ccc(NC(=O)c2cnc3n(c2=O)CCS3)cc1,0%,-18%,4%,1%,-1%,1%,1%,1%,-9%,2%,-3
COc1ccc(C(=O)CN2C(=O)NC3(CCCc4ccccc43)C2=O)cc1 (stereo not given),-3%,-1%,8%,?,-3%,4%,/,-7%,?,-34%,/
CN(c1ccccc1)S(=O)(=O)c1ccc(-c2ccccc2)cc1,-3%,-33%,4%,-2%,2%,10%,-2%,-3%,-9%,1%,-2

# The results go on.
SMILES,TCR act,Integrin act MD,Mito fusion yeast,Chronic BCR inh,Tb PFK inh,AT treatment,S-ASM inh,TSG101-PTAP inh,ELG1 repair inh,Eya2 inh,TSHR antag
O=C(CCNC(=O)c1ccco1)Nc1ccc(N2CCOCC2)cc1,4%,10%,-5%,7%,0%,3%,3%,-1%,-4%,2%,2
COC(=O)[C@@H]1C[C@@]2(O)[C@H](O)[C@H](O)[C@H](O)C[C@H]2N1CC1CC1,-12%,1%,-2%,2%,-6%,-10%,-2%,-20%,17%,9%,-1
Cc1nn2c(C(F)(F)F)cc(-c3ccc(Cl)cc3)nc2c1C(=O)N1CCOCC1,3%,1%,4%,?,1%,-4%,4%,-4%,16µM*,8%[15.4 µM],1
COCCN(Cc1cccs1)S(=O)(=O)c1ccc(-c2ccc(=O)[nH]n2)s1,-5%,-3%,6%,-8%,-6%,7%,-2%,-2%,0%,-7%,16
Cc1occc1C(=O)Nc1ccccc1C(=O)O,-8%,-6%,3%,?,7%,1%,6%,-2%,?,5%,-11
O=C1c2ccccc2S(=O)(=O)N1Cc1c(F)cccc1Cl,-2%,11%,7%,-23%,0%,0%,0%,-6%,3%,-13%,-1
Cc1ccc(-n2c([S-])c(C(=O)Nc3ccc(OC(F)F)cc3)[n+]3ccc(C(=O)NCCO)cc23)cc1C,0%,0%,-3%,5%,-8%,8%,-2%,-2%,?,7%,0
CN(Cc1c(F)cccc1Cl)c1ccc(S(=O)(=O)N2CCOCC2)cn1,-7%,23%[7.66 µM],4%,5%,6%,12%,-2%,6%,?,6%,5
COC(=O)C1CCN(S(=O)(=O)CCNC(=O)c2ccc3c(c2)OCO3)CC1,1%,12%,3%,-5%,-8%,1%,86%[activator],-5%,11%,9%,1
Cc1ccc(S(=O)(=O)N2CCC(C(=O)Nc3nnc(C45CC6CC(CC(C6)C4)C5)s3)CC2)cc1,/,/,-2%,-5%,-1%,2%,/,/,4%,3%,2
c1ccc(CCc2nc(-c3ccncc3)no2)cc1,4%,9%,-5%,?,-4%,-4%,1%,-4%,?,3%,-7
Cc1nn(C(C)C(=O)NCC2CCCO2)c(=O)c2c1sc1ccccc12 (stereo not given),-2%,-31%,5%,5%,-1%,4%,0%,-4%,14%,1%,-10

# Two compounds from above with just Integrin act MD.
canonical_smiles	Integrin act MD
O=C(CCNC(=O)c1ccco1)Nc1ccc(N2CCOCC2)cc1	10%
COC(=O)[C@@H]1C[C@@]2(O)[C@H](O)[C@H](O)[C@H](O)C[C@H]2N1CC1CC1	1%

# Carrying on.
SMILES,TCR act,Integrin act MD,Mito fusion yeast,Chronic BCR inh,Tb PFK inh,AT treatment,S-ASM inh,TSG101-PTAP inh,ELG1 repair inh,Eya2 inh,TSHR antag
CN(C(=O)CSc1ncnc2ccccc12)C1CCS(=O)(=O)C1 (stereo not given),-3%,-9%,0%,-2%,0%,-2%,-2%,-5%,-1%,-4%,19
Cc1ccc2[nH]c(=O)c(CN(CCCN(C)C)C(=O)Nc3ccc(F)cc3)cc2c1,-2%,6%,1%,0%,0%,4%,1%,0%,?,11%,-4
CC(=O)Nc1nc(Cn2nnc(-c3ccc4c(c3)OCO4)n2)nc(N(C)C)n1,1%,16%,10%,2%,2%,0%,-2%,-5%,1%,8%,10
NC(=O)Nc1ccccc1C(=O)NCCc1ccccc1,-11%[46.1 µM],6%,-1%,1%,-28%,12%,6%,-5%,?,-2%,13
O=C1CC(c2ccco2)CC(O)=C1C=NCC1CCNCC1 (stereo not given),4%,-7%,1%,1%,-2%,-2%,4%,-2%,6%,-4%,12
Cc1occc1-c1nnc(SCC(=O)c2c(N)n(C3CC3)c(=O)[nH]c2=O)n1C,-1%,13%,-5%,-1%,-3%,-10%,7%,-1%,?,0%,13
C=CCC(C)(NCc1ccccc1)c1ccccc1 (stereo not given),3%,4%,4%,13%,-10%,1%,1%,-2%,13%,3%,-1
O=C(Nc1ccc(-c2noc(-c3cccs3)n2)cc1)c1cccnc1,3%[46.1 µM],-28%,19%,?,0%,1%,-2%,-7%,?,-10%,-32
